Compound activity deposited in PubChem by National Center for Advancing Translational Sciences (NCATS).
D2 antagonist: HTS Assay for Allosteric Antagonists of the Human D2 Dopamine Receptor: Primary Screen for Antagonists. D(2) dopamine receptor (Homo sapiens), P14416. HEK293 TREx D2 cells, calcium flux, dopamine EC80. inhibition, % at 10 µM. hit rate 2% among 340,000; in the data active means inhibition above about 30%; further: 0% is about no effect
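Measurement of antagonist activity uses fluorescent calcium dye in inducible HEK293 T-REx D2 cells: 10 s baseline, compound addition with 180 s read, EC80 dopamine addition with a further 180 s read.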
LDHA inh: qHTS assay for inhibitors of human lactate dehydrogenase. purified LDHA, NADH/diaphorase-resazurin fluorescence; active compounds read low. activity change, % (values are at about 110 or 230 µM). hit rate 0.15% among 480,000. L-lactate dehydrogenase A chain (Homo sapiens), P00338; in the data active means activity change below about -30%; inconclusive means mostly about -25% to -30%;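 further: plate controls were DMSO wells for no effect and wells without enzyme for full effect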
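LDH5 2 nM; NADH 0.06 mM, pyruvate 0.2 mM; 200 mM Tris pH 7.4, EDTA, Tween-20; 5 min RT. Detection: diaphorase 0.133 mg/mL + resazurin 37 µM, fluorescence ex540/em590 at 0 and 20 min; normalized to enzyme-free and DMSO wells.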
Vif-A3G inh: qHTS for Inhibitors of Vif-A3G Interactions: qHTS | AID 602310, 2012 | hit rate 0.076% among 410,000 | Potency, µM (doses to about 46.1 µM), without a hit: at the highest dose activity, negative = active, usual class: inhibitors | HeLa A3G-eYFP + Vif (tagged APOBEC3G with the HIV-1 protein that degrades it), YFP fluorescence, overnight | DNA dC->dU-editing enzyme APOBEC-3G (Homo sapiens), Q9HC16;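 further: potency means the concentration at half of the fitted maximal effect; on the % scale 0 is the no-effect control and ±100 the full control effect; nearly all actives have a fitted effect of over 60% in size; hits raise eYFP signal because A3G escapes Vif-driven loss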
Target sequence (Q9HC16 whole entry, looked up): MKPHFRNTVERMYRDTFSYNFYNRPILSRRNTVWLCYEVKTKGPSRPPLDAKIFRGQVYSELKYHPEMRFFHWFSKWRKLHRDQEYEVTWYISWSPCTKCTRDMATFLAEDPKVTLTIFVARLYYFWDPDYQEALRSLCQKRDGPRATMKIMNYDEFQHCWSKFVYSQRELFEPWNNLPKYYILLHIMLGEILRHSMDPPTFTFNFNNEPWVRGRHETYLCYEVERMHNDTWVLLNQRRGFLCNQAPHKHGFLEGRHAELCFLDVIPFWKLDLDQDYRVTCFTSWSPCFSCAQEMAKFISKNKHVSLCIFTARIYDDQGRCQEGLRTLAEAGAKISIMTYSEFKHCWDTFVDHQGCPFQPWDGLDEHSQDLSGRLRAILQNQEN
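Read-out is eYFP fluorescence (Ex 488/Em 500-530) from Vif-expressing HeLa A3G-eYFP cells; more signal means A3G escaped Vif-mediated degradation. Cells plated overnight, compound pinned in, incubated overnight at 37 deg C.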
12-LOX inh: Primary qHTS assay for inhibitors of human arachidonate 12S-lipoxygenase (ALOX12): Round 2 | Polyunsaturated fatty acid lipoxygenase ALOX12 (Homo sapiens), P18054 | purified 12hLO, xylenol orange hydroperoxide absorbance | Potency, µM (titrated, usually from 108 µM), for the others: top-dose activity change, negative = inhibition, actives largely listed as inhibitors | hit rate 1.1% among 580,000 | AID 1671190, 2021; further: potency means the concentration at half of the fitted maximal effect; on the % scale 0 is the no-effect control and ±100 the full control effect
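Purified human 12hLO (150 nM final) in 25 mM Hepes, 0.01% Triton X-100, pH 7.0 was preincubated 15 min at room temperature with compound. Then 40 uM arachidonic acid was added, 30 min. Hydroperoxide was read by Fe-XO absorbance ratio 573/405 nm.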
Vif-APOBEC3F blk: qHTS for Inhibitors of Vif-A3F Interactions: qHTS; HeLa A3F-eYFP + Vif (tagged APOBEC3F with the HIV-1 protein that degrades it), YFP fluorescence increase; Potency, µM (top dose mostly 46.1 µM), for the others: at the top dose activity, negative = active; hit rate 0.2% among 390,000; AID 602313, 2012; further: potency means the concentration at half of the fitted maximal effect; % of control where 0% means no effect; nearly all actives have a fitted effect of over 65% in size
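HeLa cells stably expressing Vif plus C-terminally eYFP-tagged A3F were seeded, incubated overnight at 37 deg C, dosed with compound, incubated overnight again at 37 deg C. Yellow fluorescence (Ex 488/Em 500-530) reported blocked Vif-mediated A3F-eYFP degradation.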
GRP78 ERSR act: qHTS for Inducers of the Endoplasmic Reticulum Stress Response (ERSR) in Human Glioma: qHTS; U87-MG GRP78 promoter luciferase reporter, 16 h; Potency, µM, for inactives: top-dose activation, actives largely listed as activators; hit rate 0.02% among 420,000; AID 602332, 2012; further: potency means the concentration at half of the fitted maximal effect; series mostly up to about 76 µM; % of control where 0% means no effect; nearly all actives have a fitted effect of over 35% in size
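ERSR induction read as luciferase luminescence (Bright-Glo, 10 min at room temperature) in stably transfected human U87-MG glioma cells exposed to compounds for 16 h, using GRP78 as sensor.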
ERG-DNA inh: qHTS for Small Molecule Inhibitors of the ERG Ets/DNA interaction. AID 624246, 2012. Potency, µM (series often up to 76.9 µM), without a hit: top-dose FP activity, negative = inhibition, hits mostly inhibitors. hit rate 0.028% among 370,000. fluorescence polarization, His-ERG Ets domain / labelled DNA. Transcriptional regulator ERG (Homo sapiens), P11308; active means well fitted inhibition curve with a large enough effect in the polarisation, with a control signal flat; inconclusive means small, poorly fitted or top-dose-only effect, or effect the other way, or a change in a side signal; inactive means no such curve, though single readings can be large or run the other way; the % refers to the polarisation;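 further: polarization taken with two DNA probes labelled with fluorescein and Texas red; potency means the concentration at half of the fitted maximal effect; % of control where 0% means no effect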
Target sequence (P11308 whole entry, looked up, the tested form may be a part): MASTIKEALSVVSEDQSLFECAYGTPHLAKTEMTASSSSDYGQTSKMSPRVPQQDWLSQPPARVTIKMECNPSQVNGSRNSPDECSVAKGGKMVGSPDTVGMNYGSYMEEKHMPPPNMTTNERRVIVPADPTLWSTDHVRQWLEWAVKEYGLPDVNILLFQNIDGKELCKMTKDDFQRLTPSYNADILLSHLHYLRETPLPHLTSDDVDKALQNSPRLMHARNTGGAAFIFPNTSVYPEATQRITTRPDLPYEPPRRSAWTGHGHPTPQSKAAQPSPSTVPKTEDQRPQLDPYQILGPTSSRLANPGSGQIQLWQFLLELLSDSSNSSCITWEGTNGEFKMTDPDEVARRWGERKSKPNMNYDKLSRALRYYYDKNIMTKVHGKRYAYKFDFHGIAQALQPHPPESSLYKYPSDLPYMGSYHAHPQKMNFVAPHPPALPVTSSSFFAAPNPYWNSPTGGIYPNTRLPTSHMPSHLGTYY
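His-tagged ERG Ets domain (1 uM in the protein solution; 300mM KCl, 50mM Tris-HCl, 1mM EDTA, 1mM DTT, pH 7.5) received compound, then a probe mix of 5 nM fluorescein-DNA and 100nM Texas-615-DNA. Fluorescence polarization was read for both dyes.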
RGS4 inhibitor: Inhibitors of Regulator of G Protein Signaling (RGS) 4: qHTS. Regulator of G-protein signaling 4 (Homo sapiens), P49798. Transcreener GDP fluorescence polarization, RGS4-accelerated GTP hydrolysis. Potency, µM (highest dose often 114 µM), for inactives: at the highest dose activity change, negative = inhibition, actives largely listed as inhibitors. hit rate 0.039% among 390,000; further: potency means the concentration at half of the fitted maximal effect; on the % scale 0 is the no-effect control and ±100 the full control effect; nearly all actives have a fitted effect of over 75% in size; some results filed as inactive show a strong effect at the top dose
Target sequence (P49798 whole entry, looked up): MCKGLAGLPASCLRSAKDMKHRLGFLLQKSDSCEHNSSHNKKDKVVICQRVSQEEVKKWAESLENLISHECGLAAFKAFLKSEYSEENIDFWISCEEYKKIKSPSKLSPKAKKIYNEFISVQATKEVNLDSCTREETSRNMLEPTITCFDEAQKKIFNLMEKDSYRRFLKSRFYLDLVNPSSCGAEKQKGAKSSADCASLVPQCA
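MLSMR compounds (23 nl, pin-transferred) preincubated 10 min at room temperature with a 500nM (2x) first reagent, then RGS4 at 900nM (2x) plus Transcreener GDP mix added; fluorescence polarization (620/688 nm) read before and after 90 min at 30 °C.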
D2 agonist: HTS Assay for Allosteric Agonists of the Human D2 Dopamine Receptor: Primary Screen for Agonists. D(2) dopamine receptor (Homo sapiens), P14416. AID 485358, 2010. activation, % at 2 µM. HEK293 T-REx D2 cells, calcium flux agonist mode. hit rate 0.53% among 340,000;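 active means activation over 3 SD above normal in the single-dose calcium agonist read, cut at about 30% in these data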; further: 0% is about no effect
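In this primary screen, compounds producing a positive calcium signal within 180 s of addition to tetracycline-induced, force-coupled HEK293 Trex D2 cells are flagged; cells are dye-loaded with a no-wash calcium kit beforehand.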
* hit, by the source's call; ? = inconclusive; · = not tested or not shown; [ ] = remark or other dose. Unless noted, the call rests on the fitted dose curve; in most records, active means well fitted curve in the direction sought with a large enough effect; inconclusive means small, poorly fitted or top-dose-only effect, or another doubt; inactive means no such curve, though single readings can be large; an effect the other way counts as inactive or inconclusive. Not all compounds are listed, so the mix of outcomes need not match the whole.

SMILES	D2 antagonist	LDHA inh	Vif-A3G inh	12-LOX inh	Vif-APOBEC3F blk	GRP78 ERSR act	ERG-DNA inh	RGS4 inhibitor	D2 agonist
CCCCNC(=O)c1cc2c(=O)n(CC)c3ccccc3c2s1	-11.1	-0.6	0.0%	2.5%	16.6%	-3.6%	-19.9%	-24.4%	-2.4
NC(=O)C1CN(C(=O)c2cccc(S(=O)(=O)N3CCc4ccccc43)c2)c2ccccc2O1 (configuration not stated)	5.3	-0.4	1.6%	111.4%[activator]	-0.6%	-4.3%	0.3%	20.3%	0.7
Cc1cc2nc(CSc3ccccc3)cc(=O)n2[nH]1	0.4	-1.2	-3.7%	3.3%	15.0%	2.1%	0.4%	-52.8%	-1.6
CN(Cc1ccc([N+](=O)[O-])cc1)c1ccccc1	·	-1.7	-1.7%	-0.6%	-9.3%	-2.5%	-0.2%	-6.9%	·
CCOC(=O)c1[nH]c2c(c1Cc1ccccc1OC)C(=O)CC(c1ccc(OCC)cc1)C2 (configuration not stated)	·	3.7	3.1%	-10.6%	2.3%	-5.5%	-0.1%	4.9%	0.3
CCC(Sc1nnc2c3ccccc3n(CC)c2n1)C(=O)Nc1sc2c(c1C#N)CCCC2 (configuration not stated)	7.3	-0.6	0.4%	-11.2%	-13.1%	-4.7%	-7.7%	4.1%	-0.7
Cc1cccc(C)c1N1CC(=O)N(c2c(C)cccc2C)CC1=O	10.1	0.3	-2.6%	-18.5%	4.6%	-5.6%	3.6%	3.3%	-0.2
COc1ccccc1CNC(=O)C12CC3CC(CC(C3)C1)C2	-1.3	-5.3	2.3%	?	-8.2%	-0.6%	-4.2%	?	-1.7
COc1ccc(C(=O)NCCn2cc(SCc3c(F)cccc3Cl)c3ccccc32)cc1	·	5.8	-0.4%	?	-0.6%	-1.0%	-0.9%	-12.0%	·
O=C(CN1CCC(O)(c2cccc(C(F)(F)F)c2)CC1)NCCc1ccccc1	7.6	-5.6	0.7%	?	3.1%	-3.2%	1.3%	-10.4%[56.9 µM]	-0.2
Cc1ccc(C)c(NC(=O)CN(C)C(=O)CSCc2c(C)noc2C)c1	-2.3	-4.7	0.1%	-9.0%	1.8%	-3.4%	-4.5%	-31.5%	0.4
Cc1cc(C(=O)CSc2nc3ccc(Cl)cc3[nH]2)c(C)n1C	-3.4	8.5	-2.0%	-9.2%	1.1%	1.2%	-8.6%	-29.2%	-2.1
Cc1cc(NC(=O)COC(=O)c2cc(S(=O)(=O)N(C)C)ccc2Cl)no1	-25.5	-5.3	-4.7%	-0.9%	-1.8%	-4.7%	-21.2%	19.4%	-1.3
CCO[C@@H]1OC(C(N)=O)=C[C@H](c2ccc3c(c2)OCO3)[C@H]1CCCO	-8.0	-2.2	6.9%	-21.4%	8.6%	-1.0%	-7.7%	24.5%	0.1
Cc1cc(C)c2cc(C#N)c(SCC(=O)Nc3ccc4c(c3)OCO4)nc2c1	-9.5	-5.7	-3.1%	1.3%	3.0%	-1.2%	-7.1%	-5.7%[11.4 µM]	0.1
CC1(C)CC2CC(C)(CN2C(=O)COC(=O)c2ccc(NC(=O)CC#N)cc2)C1 (configuration not stated)	·	-1.8	0.1%	179.8%[activator]	-5.3%	-3.5%	8.7%	-17.7%	·
COC(=O)/C(=N/Nc1ccc(C)cc1)N1CCCc2ccccc21	0.5	-1.2	-8.4%	?	-8.3%	-4.1%	-12.3%	35.0%	-1.7
Cc1ccc(NC(=O)c2c(C)nc3ccccn23)cc1C	4.1	-6.8	-7.9%	0.1%	9.7%	-2.4%	2.2%	-3.8%	-0.8
Cc1csc(NC(=O)CSc2nnc(NC(=O)NC(C)(C)C)s2)n1	-29.0	-1.3	2.0%	-2.2%	0.7%	5.1%	20.9%	?	-0.2
Cc1ccc(C(=O)N/C(=C\C=C\c2ccccc2)C(=O)NCc2ccco2)cc1	7.5	-3.0	6.1%	-14.7%	4.3%	1.6%	17.0%	-31.1%	-1.4
CN(CC(=O)Nc1cccc(F)c1)C(=O)c1ccccc1Sc1ccccc1C#N	-1.1	-1.5	-6.8%	37.3%[activator]	-3.1%	-4.4%	-3.4%	-4.3%	0.7
Cc1cccc(Cl)c1NC(=O)N1CCCN(c2nc3ccc(Cl)cc3s2)CC1	0.3	0.9	-4.6%	?	0.0%	3.6%	4.9%	10.7%	0.6
COC(=O)c1ccc(Oc2nc3c(c(=O)n(C)c(=O)n3C)n2C(C)C)cc1	·	-10.9	-2.5%	-7.4%	3.8%	1.2%	-1.6%	1.6%	-0.2
CC(C)C(=O)NNS(=O)(=O)c1ccccc1	1.3	-0.2	-3.5%	-7.6%	4.5%	-2.2%	0.6%	11.4%	0.4
COc1cc2nc3n(c(=O)c2cc1OC)-c1ncccc1C(=O)NC3Cc1ccccc1 (configuration not stated)	·	1.0	-6.2%	?	2.1%	-6.2%	·	·	·
SMILES	D2 antagonist	LDHA inh	Vif-A3G inh	12-LOX inh	Vif-APOBEC3F blk	GRP78 ERSR act	ERG-DNA inh	RGS4 inhibitor	D2 agonist
Cc1cccc(Cn2c(=O)n(CC3CCC(C(=O)N4CCOCC4)CC3)c(=O)c3sccc32)c1 (configuration not stated)	·	0.6	-4.2%	-16.3%	-3.1%	0.3%	2.1%	-6.6%	0.3
CSc1ccccc1NC(=S)Nc1ccc(S(N)(=O)=O)cc1	-9.3	-8.9	2.3%	-9.0%	-17.6%	-2.5%	12.6%	10.9%	0.2
CC(=O)N/N=C\c1cccc(OC/C=C/c2ccccc2)c1	13.2	-2.4	0.5%	-1.4%	-3.8%	-9.5%	9.7%	2.3%	1.0
O=C(CCNC(=O)c1ccco1)Nc1nc2ccccc2s1	20.7	-0.8	-11.1%	-29.5%	2.6%	4.1%	-11.2%	37.6%	-0.7
CC1(C)CC(=O)C=C(NCCN2CCN(C(=S)NC3CCCCC3)CC2)C1	6.4	-0.7	-1.1%	138.6%[activator]	-2.7%	-2.9%	8.1%	23.3%	0.0
O=C(/C=C/c1cccs1)c1ccc(Br)cc1	13.2	-2.5	-21.7%	137.5%[activator]	·	-0.3%	-3.3%	4.4%	0.1
CC(C)OC(=O)CC12CN3CN(C1)CC(CC(=O)OC(C)C)(C3)C2=O	6.4	-4.9	2.5%	30.7%[activator]	-2.0%	2.1%	-6.8%	3.1%	1.1
CCNc1nc(NCC)nc(N(CC)C(N)=S)n1	-17.9	-9.3	-2.1%	?	-12.9%	-5.7%	12.7%	-18.6%	-0.7
O=C(COC(=O)CN1C(=O)COc2ccccc21)NCc1ccc(F)cc1	7.8	-6.5	-15.3%	?	-2.4%	-0.9%	-9.1%	-19.4%	-0.4
CCOC1=CC(=O)OC(c2ccccc2)C1 (configuration not stated)	·	-4.1	3.2%	-10.9%	4.7%	-1.6%	7.6%	6.5%	·
C=CCn1c(SCC(=O)Nc2ccc(Br)cc2)nc(O)cc1=O	·	0.2	0.5%	3.16µM*	-0.2%	-1.4%	·	·	·
Cc1nn(C)c(C(=O)N/N=C/c2ccc(C(F)(F)F)cc2)c1[N+](=O)[O-]	-8.7	-4.9	1.8%	-1.3%	?	-1.2%	-3.2%	10.2%	-0.9
CCC1(C(=O)c2ccccc2)C2c3cc(Br)ccc3OC(=O)C21C(=O)N1CCOCC1 (configuration not stated)	·	-5.8	-0.3%	0.0%	-6.6%	1.5%	-9.9%	10.8%	·
CCc1cc(CNC(=O)c2ccc3nc(Cc4ccc(OC)c(OC)c4)oc3c2)on1	14.8	2.3	1.5%	13.0%	3.3%	5.3%	15.3%	43.8%	-0.3
Cc1cc(N2CCCC2)nc(-c2ccccc2O)n1	7.8	0.7	2.9%	1.0%	0.0%	1.3%	-15.6%	9.6%	0.2
CCC1(O)c2ccccc2-c2ncccc21 (configuration not stated)	9.3	-7.1	-4.9%	?	0.7%	3.3%	-10.5%	18.0%	-0.7

Reformatted as a markdown table: two of the compounds above.
| SMILES | D2 antagonist | LDHA inh | Vif-A3G inh | 12-LOX inh | Vif-APOBEC3F blk | GRP78 ERSR act | ERG-DNA inh | RGS4 inhibitor | D2 agonist |
| --- | --- | --- | --- | --- | --- | --- | --- | --- | --- |
| O=C(COC(=O)CN1C(=O)COc2ccccc21)NCc1ccc(F)cc1 | 7.8 | -6.5 | -15.3% | ? | -2.4% | -0.9% | -9.1% | -19.4% | -0.4 |
| CCOC1=CC(=O)OC(c2ccccc2)C1 (configuration not stated) | · | -4.1 | 3.2% | -10.9% | 4.7% | -1.6% | 7.6% | 6.5% | · |
